Assay outcomes from PubChem.
All columns: NCI-60 one-dose screen, growth in % after 48 h at 10 µM unless noted; 100 = growth as untreated, 0 = no growth, -100 = all killed.
OVCAR-8 = OVCAR-8 ovarian cancer | 81,000 compounds, 4.4% hits
A498 = A498 renal cancer cells | 76,000 compounds, 5.4% hits
OVCAR-4 = OVCAR-4 ovarian cancer cells; AID 1794784; 80,000 compounds, 3.7% hits
CAKI-1 = CAKI-1 renal cancer | 75,000 compounds, 4.7% hits
OVCAR-3 = OVCAR-3 ovarian cancer; 79,000 compounds, 7% hits
RXF 393 = RXF 393 renal cancer cells; 77,000 compounds, 6.9% hits; AID 1794773
OVCAR-5 = OVCAR-5 ovarian cancer; 82,000 compounds, 2.9% hits
ACHN = ACHN renal cancer; 81,000 compounds, 4.9% hits
An asterisk follows results filed as active; nt = no result given; & = joins results of further samples; [ ] = another dose, or the depositor's remark. The calls were made as follows: active = growth percent below 10; inactive = the rest.

SMILES	OVCAR-8	A498	OVCAR-4	CAKI-1	OVCAR-3	RXF 393	OVCAR-5	ACHN
NC=NCC(=O)O	108	95	120	106	108	103	114	113
N=C(N)SCCCCCCCCCCSC(=N)N	78	56	76	74	61	91	81	79
CN1CCN(c2nc(-c3cccc4ccccc34)nc3sc4c(c23)CCCCCC4)CC1	93	94	84	nt	nt	61	90	83
Nc1ncnc2c1ncn2C1OC(CO)C(O)C1F (stereo not drawn)	98	103	102	98	111	106	101	103
COc1ccc(OC)c(N=Nc2c(O)c3ccccc3[nH]c2=O)c1	71	98	113	73	110	103	106	77
CS(=O)(CCCCN=C=S)=NC(=O)c1c(F)c(F)c(F)c(F)c1F (stereo not drawn)	97	89	112	96	102	94	100	50
COc1cccc(-c2nn(-c3ccccc3)cc2-c2ccnc(NCCNS(=O)(=O)c3ccc(C)cc3)c2)c1	54	47	52	64	68	72	101	64
Cn1ccc2cc(NC(=O)c3ccnnc3)ccc21	111	68	83	69	120	65	95	99
C=C1CC[C@@H]2[C@](C)(COC(C)=O)[C@H](OC(C)=O)CC[C@@]2(C)[C@@H]1CC(NC1CCCC1)C1=CCOC1=O (stereo partly drawn)	54	68	58	61	69	78	106	78
Cc1ccc(C(=O)c2sc3nc4c(cc3c2N)CCCC4)cc1	90	70	103	86	88	82	93	96
CC1CCCC/C1=N/NC(=O)c1ccccc1 (stereo not drawn)	100	115	104	96	110	95	107	102
COc1cccc(NC(=O)Nc2ccc(Nc3ncnc4sc(C(=O)NO)c(C)c34)cc2)c1	97	nt	102	99	107	104	103	104
COc1ccc(CCC2CCCC2C2CC2)cc1 (stereo not drawn)	106	106	109	97	108	113	102	101
CCCCNc1cccc2ccccc12	90	88	77	nt	106	70	106	100
CC(CO)(C(=O)O)C1CCCCC1 (stereo not drawn)	107	114	107	91	112	104	93	98
COc1cc(/C=N/N2CN(C(C)C(=O)O)B(Nc3ncccn3)N=C2N)cc(OC)c1 (stereo not drawn)	93[100 µM]	102[100 µM]	87[100 µM]	91[100 µM]	95[100 µM]	94[100 µM]	106[100 µM]	100[100 µM]
COc1cc(NC(C)CCCNC(=O)CCC(=O)NCCCNCCCCCCNCCCNC(=O)CCC(=O)NCCCC(C)Nc2cc(OC)cc3cccnc23)c2ncccc2c1 (stereo not drawn)	91	nt	40	98	87	78	87	97
c1ccc(-c2nc3ccccc3n3cccc23)cc1	89	74	82	88	110	105	92	86
O=C(N=c1n(-c2ccccc2)nc2n1CCN2C1=NCCN1C(=O)c1ccc(Cl)cc1)c1ccc(Cl)cc1	79	74	nt	75	54	49	89	59
Nc1nc2ccc(OC(F)(F)F)cc2o1	102	90	106	94	101	125	87	111
CCN(CC)CCCNc1nccc2ccc(OC)cc12	104	98	107	96	108	nt	102	97
CC(C)=CCC[C@@H](C)[C@H]1CC[C@@]2(C)C3=C(CC[C@]12C)[C@@]1(C)CC[C@H](O)C(C)(C)[C@@H]1CC3	102	114	105	99	122	96	107	101
CCc1nn(Cc2ccccc2)c2nc(C)c(CCc3ccccc3)c(Cl)c12	nt	99	86	68	109	nt	95	98
Cc1cc(Cl)c2c(Cl)ccc(Cl)c2n1	103	104	128	95	105	118	101	105
N=C(N)c1ccc(-c2ccc(-c3ccc(Cl)cc3Cl)s2)nc1	36	104	98	39	64	80	80	74
CC(=O)c1ccc(OCC(=O)Nc2nc(-c3ccc(C)cc3)cs2)cc1	108	89	113	100	110	126	94	102
c1ccc2nc(Cn3cc[n+](Cc4ccc5ccccc5n4)c3)ccc2c1	76	91	34	nt	52	87	87	102
COc1ccccc1C(=O)NC(=S)Nc1ccc(-c2nc3ccccc3[nH]2)cc1	53	nt	-61*	105	-36*	49	90	71
OCc1cc(Br)cc(CO)c1O	95	90	106	nt	108	112	109	111
N#C/C(=C\NC(=S)NCc1ccccc1)c1nc2ccccc2s1	96	101	90	89	93	99	109	84
CC(=O)C1CCC2C3CC(F)C4=CC(=O)CCC4(C)C3C(O)CC12C (stereo not drawn)	94	116	99	96	114	118	105	100
C[C@]12CC[C@@H]3c4ccc(OC(=O)c5ccccc5)cc4CC[C@H]3[C@@H]1CC[C@@H]2O	91	101	69	63	78	96	98	100
CCOc1ccccc1C(=O)N(CC)CC	108	92	101	99	112	98	97	106
O=[N+]([O-])c1ccccc1N=P(c1ccccc1)(c1ccccc1)c1ccccc1	98	111	92	85	108	99	110	104
COC(=O)NN1CC(O)=C(c2nc(-c3ccc(F)cc3)cs2)C1=N	89	101	120	98	117	94	103	101
CCN(CC)CC#CCOC(=O)[C@]1(C)CCC[C@]2(C)[C@H]3C[C@H]4C(C(C)C)=C[C@]3(CC[C@H]21)[C@@H]1C(=O)OC(=O)[C@@H]14	103	84	93	86	91	113	94	98
NNc1cccc2ccccc12	100	102	65	43	82	125	131	95
CCOC(=O)C1CC(c2ccccc2)=NN1c1ccccc1 (stereo not drawn)	110	77	99	100	102	100	100	108
CCC(=O)Oc1c(Cl)cc(Cl)cc1-c1ccccc1	90	85	110	114	177	102	103	106
Oc1ccccc1C1SC(c2ccccc2O)SC(c2ccccc2O)S1 (stereo not drawn)	84	94	99	64	86	80	87	81

Single values from above:
`CCOc1ccccc1C(=O)N(CC)CC` – ACHN = 106
`Cc1cc(Cl)c2c(Cl)ccc(Cl)c2n1` – OVCAR-5 = 101

The list goes on:
SMILES	OVCAR-8	A498	OVCAR-4	CAKI-1	OVCAR-3	RXF 393	OVCAR-5	ACHN
CS(=O)(=O)Nc1cccc(-c2ccc3ncnc(Nc4cncc(Cl)c4)c3c2)c1	39	-34*	51	nt	32	20	57	26
CC(=O)c1c(C)nc(SCC(=O)Nc2cccc(O)c2)n1-c1ccc(Cl)cc1	100	92	89	91	103	92	104	107
COc1cccc(/C=C/C(=O)OCC(=O)Nc2cccc(S(=O)(=O)N(C)C)c2)c1	96	105	101	110	106	98	91	107
CN(C)c1nc(N(C)C)nc(N(C)C)n1	100	100	99	95	114	nt	nt	nt
COc1cccc(Br)c1OC	99	76	110	95	107	114	94	102
CCOC(=O)CCn1cnc(N)n1	107	88	107	102	104	98	107	111
COc1cc(/C=C2\C(=O)N(c3c(Cl)cccc3Cl)c3ccccc32)cc(OC)c1O	33	102	54	7.2*	46	90	90	40
Cc1ccc(Cc2cnc(NC(=O)C3COc4ccccc4O3)s2)cc1 (stereo not drawn)	93	96	103	87	94	98	88	104
CNc1nc2c(s1)C(c1ccc(F)cc1Cl)CC(=O)N2 (stereo not drawn)	100	59	80	80	93	89	98	92
COc1cccc(/C=C/C(=O)c2cc3c(N)c(C(=O)Nc4ccccc4)sc3nc2C)c1	3.3*	59	61	15	-27*	-75*	46	33
CC1=NC2=NN3C(=NN2C(c2ccccc2)=C1)N=NC(c1ccc(Br)cc1)=C3c1ccc(Br)cc1	nt	99	108	96	114	138	104	99
COC(=O)C(=O)C1CCc2cc(OC)ccc2C1=O (stereo not drawn)	100	95	110	100	111	128	102	100
CC(=O)N[C@@H](CCC(N)=O)C(=O)O	99	87	111	74	102	90	111	95
NC(=O)c1cccc(-n2ccc3cc(NC(=O)Nc4cccc(C(F)(F)F)c4)ccc32)n1	76	59	49	94	90	81	96	70
COc1ccc(NC(=O)c2c(Nc3ccc(OC)cc3OC)n[nH]c2N)c(OC)c1	96	114	102	95	106	81	96	95
COC(=O)c1cc(=O)nc(N/N=C/c2ccc(OC)cc2)s1	99	94	nt	92	109	100	114	105
CC(C)C[C@H](C(=O)O)N(C)C(=O)[C@@H]1CCCN1C(=O)[C@H](C)O	103	nt	116	nt	104	111	109	113
CC1(C)COC1(c1ccccc1)c1cccnc1 (stereo not drawn)	102	89	112	101	110	94	98	96
C[n+]1ccccc1C(O)C(O)c1cccc[n+]1C (stereo not drawn)	104	70	105	99	106	113	92	104
CC(=O)C1C(=O)OC(C)=C(C(=O)O)C1=O (stereo not drawn)	109	119	107	106	112	120	112	100
CN1CCN(Cc2ccc(NC(=O)c3cncc(C#Cc4cnc5ccc(NCCCO)nn45)c3)cc2C(F)(F)F)CC1	-8.1*	-99*	-20*	-2.0*	nt	-89*	4.8*	3.1*
Cc1nc2ccc(OCc3cn(-c4ccc(F)c(Cl)c4)nn3)cc2c(=O)n1Cc1ccccc1	62	nt	38	nt	63	88	107	81
COCCn1c(-c2csc(-c3cn(C)c4ccc(OC)cc34)n2)cc2cccnc21	60	61	56	75	66	52	80	71
Nc1ccc(-c2cc(-c3ccccn3)n(C=O)n2)cc1	103	100	100	95	126	108	102	104
COc1ccc(-c2c(-c3ccc(F)cc3)[nH]c3[nH]c(=O)[nH]c(=O)c23)cc1	111	79	97	93	108	103	106	103
Nc1c(C(=O)Nc2ccccc2)sc2nc3c(cc12)CN(CCc1ccccc1)CC3	100	91	87	87	109	121	99	95
COc1ccc(C(=O)N/N=C/c2cc(OC)c(OC)cc2Br)cc1	111	106	103	101	111	90	113	109
COC(CC(F)F)c1cn(S(=O)(=O)c2ccc(C)cc2)c2ccccc12 (stereo not drawn)	58	42	66	37	7.1*	39	33	51
CC(C)c1cc(NC(=O)Cc2ccc(F)c(Cl)c2)n(Cc2ccccc2)n1	100	94	105	89	109	nt	98	97
c1ccc(CSCc2ccccc2)cc1	104	110	94	82	106	157	101	99
CC1=NN(c2ccccc2)C(=O)CC1	101	nt	105	96	122	108	96	102
COCCNC(=O)c1cc2n(n1)C(C(F)(F)F)CC(c1ccc(Cl)c(Cl)c1)N2 (stereo not drawn)	108	83	105	99	105	105	106	111
COc1ccc2cc([C@H](C)C(=O)O)ccc2c1	95	104	110	89	109	116	100	96
Nc1c(C(=O)Nc2cccc3ccncc23)sc2nc3c(cc12)CN(Cc1ccccc1)CC3	110	nt	114	99	106	107	116	106
C=C(C)[C@@H]1CC[C@]2(C(=O)NCCNCCNCCN)CC[C@]3(C)[C@H](CC[C@@H]4[C@@]5(C)CCC(=O)C(C)(C)[C@@H]5CC[C@]43C)[C@@H]12	-75*[100 µM]	81[100 µM]	nt	-8.8*[100 µM]	-72*[100 µM]	-72*[100 µM]	-44*[100 µM]	-83*[100 µM]
Cc1ccc(C(=O)c2sc(S)c(-c3nc4ccccc4s3)c2N)cc1	103	83	105	85	101	102	108	96
CCOC(=O)c1nn(C2CCCCO2)c2ccc(NC(=O)CSc3nnnn3-c3ccccc3)cc12 (stereo not drawn)	98	73	100	87	106	50	105	93
COCCNc1nc2ccccc2c2c(=O)c3ccccc3sc12	86	59	98	nt	103	100	103	89
Clc1ccc(/C=C\c2ccncc2)cc1	92	nt	80	63	93	102	83	95
CCOC(=O)C1=C(C(=O)c2ccc(OC)cc2)C(c2ccc([N+](=O)[O-])cc2)C(C(=O)c2ccc(OC)cc2)=C(C(=O)OCC)N1	77	90	70	76	77	90	95	83

7 entries from above, with values under each structure:
Below each SMILES – OVCAR-8	A498	OVCAR-4	CAKI-1	OVCAR-3	RXF 393	OVCAR-5	ACHN
- Nc1ccc(-c2cc(-c3ccccn3)n(C=O)n2)cc1
  103	100	100	95	126	108	102	104
- COc1ccc(-c2c(-c3ccc(F)cc3)[nH]c3[nH]c(=O)[nH]c(=O)c23)cc1
  111	79	97	93	108	103	106	103
- Nc1c(C(=O)Nc2ccccc2)sc2nc3c(cc12)CN(CCc1ccccc1)CC3
  100	91	87	87	109	121	99	95
- COc1ccc(C(=O)N/N=C/c2cc(OC)c(OC)cc2Br)cc1
  111	106	103	101	111	90	113	109
- COC(CC(F)F)c1cn(S(=O)(=O)c2ccc(C)cc2)c2ccccc12 (stereo not drawn)
  58	42	66	37	7.1*	39	33	51
- CC(C)c1cc(NC(=O)Cc2ccc(F)c(Cl)c2)n(Cc2ccccc2)n1
  100	94	105	89	109	nt	98	97
- c1ccc(CSCc2ccccc2)cc1
  104	110	94	82	106	157	101	99

(list continues)
SMILES	OVCAR-8	A498	OVCAR-4	CAKI-1	OVCAR-3	RXF 393	OVCAR-5	ACHN
O=C(Nc1ccc(N=Nc2ccc(S(=O)(=O)O)cc2)cc1)c1ccc(N=Nc2ccc3c(S(=O)(=O)O)cccc3c2O)cc1	97	nt	96	nt	110	108	109	108
C=C(C)[C@@H]1CC[C@]2(C(=O)NCCCN(CCC#N)CCC#N)CC[C@]3(C)[C@H](CC[C@@H]4[C@@]5(C)CCC(=O)C(C)(C)[C@@H]5CC[C@]43C)[C@@H]12	105&98	102	105&93	75&94	118&107	93	103&103	100&107
COc1ccc(OC)c(-c2nc3cc4nc5ccccc5[nH]c4cc3n2)c1	99	117	94	95	94	128	99	88
COC(=O)c1nc(-c2ccccc2)oc1Sc1ccc(C)cc1	98	96	106	97	102	95	90	103
CN(C)CSCCO	102	97	119	96	97	115	102	105
Cc1ccc(-c2cc(-c3ccc(C)cc3)nc(N3CCN(CCNc4ccnc5cc(Cl)ccc45)CC3)n2)cc1	25	47	-59*	33	-54*	-14*	79	73
CC(C)(C)C1CCNC(=O)CC1 (stereo not drawn)	105	70	102	94	116	107	103	102
N#CCNC(=O)Cc1ccccc1	116	109	125	102	125	113	101	108
CC(C)C(C(=O)O)N1C(=O)/C(=C\c2ccc(-c3ccc(Cl)cc3)o2)SC1=S (stereo not drawn)	97	112	90	96	112	108	107	103
O=C(O)c1ccc(-n2cc(C(=O)O)c(-c3cc(C(F)(F)F)cc(C(F)(F)F)c3)n2)cc1	100	98	97	nt	97	109	95	106

Another view of 2 compounds above:
| compound | OVCAR-8 | A498 | OVCAR-4 | CAKI-1 | OVCAR-3 | RXF 393 | OVCAR-5 | ACHN |
| --- | --- | --- | --- | --- | --- | --- | --- | --- |
| COc1ccc(OC)c(-c2nc3cc4nc5ccccc5[nH]c4cc3n2)c1 | 99 | 117 | 94 | 95 | 94 | 128 | 99 | 88 |
| COC(=O)c1nc(-c2ccccc2)oc1Sc1ccc(C)cc1 | 98 | 96 | 106 | 97 | 102 | 95 | 90 | 103 |
